Compound activity deposited in PubChem BioAssay by Sanford-Burnham Center for Chemical Genomics.
SENP1 inh: blocks the human SENP1 SUMO protease catalytic domain | Q9P0U3 | recombinant SENP1 catalytic domain, CyPet-SUMO1-YPet FRET cleavage | inhibition, % at 10 µM | actives 0.21% (n = 360,000);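 active = inhibition at least 30% at 10 µM, raw YFP signal under a set limit, fluorescence ratio 0.5 to 1.5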;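 note: 0% = enzyme with DMSO and 100% = no enzyme wells; some results filed as inactive read as strong as hits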
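Assay system – human recombinant His6-tagged SENP1 catalytic domain enzyme · Input – SENP1 enzyme, 20 pM final · Buffer or medium – Tris pH 8 buffer plus EDTA, NaCl, BME, BSA, NP40, catalase · Schedule – 50 min reaction at room temperature · Technique – FRET read of cyan and yellow fluorescence · Control set – no-enzyme wells low, DMSO-plus-enzyme wells high control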
Apaf1 inhib: human Apaf-1 inhibition; inhibition, % at 20 µM; AID 489030; reconstituted apoptosome caspase-3 activity, DEVD-Rh110 fluorescence; actives 0.71% (n = 330,000); active = inhibition of at least 40% at 20 µM;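 note: plate controls were DMSO wells for no effect and DEVD-CHO caspase inhibitor wells for full effect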
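Material: biochemical Apaf-1 apoptosome reconstitution. Medium: Hepes buffer, pH 7.5. Also added: cytochrome c activation, bis-DEVD rhodamine 110 substrate. Timing: 30 min compound preincubation, 50 min activation, room temperature. Measured by: rhodamine 110 fluorescence at Ex 480/Em 540 nm.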
PfGluPho inh: PfG6PD (Plasmodium falciparum) enzyme inhibition; PfGluPho enzyme, NADPH resazurin-diaphorase fluorescence; inhibition, % at 20 µM; actives 0.78% (n = 350,000); AID 504690;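 active = inhibition reaching at least a set limit at 20 µM in the primary screen, cut at about 59% in these data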;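 note: 0% = DMSO wells with substrate and 100% = DMSO wells lacking glucose-6-phosphate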
SENP6 inh: inhibitors of human SENP6 protease. actives 1.8% (n = 330,000). AID 2599. inhibition, % at 10 µM. Recombinant SENP6 catalytic domain, aminoluciferin luminescence. Q9GZR1;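 active = inhibition above about 50% at the single tested dose, limit read from the data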;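 note: plate controls were DMSO wells with enzyme for no effect and DMSO wells lacking enzyme for full effect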
Target sequence (Q9GZR1 628-1112 limits assumed): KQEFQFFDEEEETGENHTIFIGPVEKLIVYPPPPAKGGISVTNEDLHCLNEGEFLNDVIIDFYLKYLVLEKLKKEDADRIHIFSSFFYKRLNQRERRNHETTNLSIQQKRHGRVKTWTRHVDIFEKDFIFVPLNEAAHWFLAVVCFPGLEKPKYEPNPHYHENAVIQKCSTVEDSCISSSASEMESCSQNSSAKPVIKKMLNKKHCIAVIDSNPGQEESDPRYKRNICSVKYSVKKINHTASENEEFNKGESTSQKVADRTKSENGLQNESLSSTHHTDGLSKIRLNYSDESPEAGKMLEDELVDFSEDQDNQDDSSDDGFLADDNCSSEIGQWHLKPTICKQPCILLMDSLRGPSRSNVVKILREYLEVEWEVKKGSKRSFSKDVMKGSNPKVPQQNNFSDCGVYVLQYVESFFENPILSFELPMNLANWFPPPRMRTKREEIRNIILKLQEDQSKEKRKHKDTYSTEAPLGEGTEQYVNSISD
SENP7 block: inhibitors of human SENP7 protease; recombinant SENP7, Z-RLRGG-aminoluciferin luminescence, 40 min; actives 1.5% (n = 330,000); Q9BQF6; inhibition, % at 5 µM; AID 434973;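 active = inhibition above about 50% at the single test dose, limit read from the data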;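 note: plate controls were DMSO with enzyme for no effect and no enzyme buffer wells for full effect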
Target sequence (Q9BQF6 706-1050 limits assumed): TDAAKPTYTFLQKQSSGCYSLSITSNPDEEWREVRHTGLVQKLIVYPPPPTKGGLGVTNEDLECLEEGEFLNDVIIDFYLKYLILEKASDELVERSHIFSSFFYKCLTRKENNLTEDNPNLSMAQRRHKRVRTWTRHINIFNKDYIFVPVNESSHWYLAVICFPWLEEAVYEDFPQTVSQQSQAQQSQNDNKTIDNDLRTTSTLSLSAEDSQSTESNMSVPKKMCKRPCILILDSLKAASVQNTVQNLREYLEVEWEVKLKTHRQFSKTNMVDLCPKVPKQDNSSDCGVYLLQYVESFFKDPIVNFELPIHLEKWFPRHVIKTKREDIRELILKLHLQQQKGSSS
SENP8 block-1: SENP8 protease inhibition. Q96LD8. purified SENP8, Z-RLRGG-aminoluciferin cleavage, luminescence. inhibition, % at 10 µM. actives 1.2% (n = 330,000). AID 2540; in the data active = inhibition above about 50%
Target sequence (Q96LD8 whole entry, looked up): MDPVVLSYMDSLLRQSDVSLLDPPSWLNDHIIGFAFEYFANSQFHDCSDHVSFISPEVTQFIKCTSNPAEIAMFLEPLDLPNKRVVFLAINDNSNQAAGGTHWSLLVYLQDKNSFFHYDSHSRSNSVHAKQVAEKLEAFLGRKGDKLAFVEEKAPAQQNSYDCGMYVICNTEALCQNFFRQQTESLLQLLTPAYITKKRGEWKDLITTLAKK
HKDC1 inhibitor: blocks human hexokinase HKDC1 activity. inhibition, % at 20 µM. actives 0.16% (n = 340,000). AID 493160. recombinant HKDC1, G6PDH/diaphorase resazurin coupled fluorescence. Q2TB90;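 active = inhibition above about 35% when tested at 20 µM, limit read from the data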;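 note: plate controls were DMSO wells with enzyme for no effect and DMSO wells lacking enzyme for full effect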
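Assay system – recombinant HKDC1 (HK5) hexokinase enzyme, produced in-house · Input – HKDC1 at 5 µg/mL · Reagent – glucose plus 1 mM ATP as hexokinase substrates · Timing – 90 min reaction incubation at room temperature, dark · Measured by – G6PDH/diaphorase-coupled fluorescence, 1 mM NADP, 100 µM resazurin, 525/613 nm · Benchmarks – DMSO-enzyme wells negative, buffer-substituted wells positive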
SENP8 block-2: SENP8 (human) protease inhibition | Q96LD8 | recombinant SENP8, Nedd8 substrate fluorescence | inhibition, % at 20 µM | actives 0.64% (n = 360,000) | AID 602440; in the data active = inhibition mostly above about 40%, no sharp cut-off; inactive = mostly below about 27%
Starred values were filed as active, the others as inactive; i = inactive; x = not tested or not shown.

SMILES | SENP1 inh | Apaf1 inhib | PfGluPho inh | SENP6 inh | SENP7 block | SENP8 block-1 | HKDC1 inhibitor | SENP8 block-2
O=[N+]([O-])c1ccc(C2CN=C(Nc3ccccc3)S2)cc1 (configuration not stated) | 11.7 | 0.8 | 5.2 | -11.8 | -6.3 | -11.0 | -4.4 | -9.0
O=C(NCc1ccncc1)C(=O)NCC1OCCCN1S(=O)(=O)c1ccc(F)cc1 (configuration not stated) | 0.4 | -22.8 | 4.4 | -21.5 | -4.9 | 3.0 | -5.4 | -1.4
CC1CCN(c2ccc(S(=O)(=O)NC3=NCCCCC3)cc2[N+](=O)[O-])CC1 | 6.5 | 8.2 | 1.5 | -7.9 | -16.5 | 5.9 | -2.9 | 33.8
COC(=O)C(NC(=O)CCc1nnc2ccc(N3CCCCC3)nn12)C(C)C (configuration not stated) | 2.0 | -7.0 | -0.5 | -6.3 | -4.9 | -2.2 | -3.1 | 11.1
O=C1CC(Nc2ccc(N3CCOCC3)cc2)C(=O)N1c1cccc(C(F)(F)F)c1 (configuration not stated) | 4.7 | 17.9 | 31.3 | -10.5 | -8.8 | -8.6 | 0.7 | 8.1
Cc1cc(C)n(CC2CC(=O)N(c3ccc(F)c(Cl)c3)C2=O)n1 (configuration not stated) | 2.2 | 11.0 | 3.0 | -9.2 | -3.1 | 0.4 | -3.2 | 8.9
CCN(CC)c1cc(Oc2ccccc2)ncn1 | 1.3 | 0.1 | -0.1 | -17.9 | -0.3 | -9.0 | -1.8 | -0.2
COc1ccccc1CN1CC(C(=O)NC2CCOCC2)CCC1=O (configuration not stated) | 1.0 | 3.1 | -0.6 | -16.8 | -5.3 | -5.0 | -4.9 | 3.0
O=C(CNC(=O)C1CCCCC1)Nc1ccccc1Cl | 2.0 | -7.0 | -11.7 | -1.7 | 0.1 | 3.4 | -7.6 | 10.4
CC(=O)c1ccc(S(=O)(=O)N2CCN(S(=O)(=O)c3ccccc3C(F)(F)F)CC2)cc1 | 2.6 | -1.2 | 6.8 | -19.6 | -5.2 | 2.9 | -3.5 | 17.8
O=C(O)c1ccccc1C(=O)OC1CCCC2CCCC21 (configuration not stated) | -1.1 | x | -28.8 | x | x | x | -2.1 | 10.0
COc1ccc(/C=C2\CCCC3C2=NN(C(=O)CSc2n[nH]c(N)n2)C3c2ccc(OC)cc2)cc1 (configuration not stated) | 0.8 | 18.6 | 12.1 | 6.5 | 4.4 | 0.8 | -1.1 | -114.5
O=c1c2c(nc3nc(CCc4ccccc4)[nH]n13)CCC2 | 1.7 | 14.3 | -5.0 | -0.6 | 7.0 | 0.2 | 8.7 | 10.8
COCCNC(=O)Cc1c(C)c2c(cc(C)c3c(C(C)(C)C)coc32)oc1=O | -3.1 | 16.8 | -2.7 | -8.8 | 0.5 | -3.9 | 0.2 | -303.0
CC(=O)NC12CC3CC(C1)CC(C(=O)N1CCN(S(=O)(=O)c4ccccc4C#N)CC1)(C3)C2 | -0.4 | x | 4.9 | x | x | x | -6.9 | 8.0
CC(=O)Nc1nnc(COc2ccc(Cl)cc2)s1 | -2.3 | 7.2 | -2.0 | 0.2 | 2.4 | -11.2 | 0.2 | -1.4
CC(C)(C)NC(=O)NC(=O)COc1ccccn1 | 1.5 | 1.4 | -15.9 | -9.8 | -7.1 | -1.4 | 2.0 | 12.1
COc1ccc(Nc2nnc(SCC3CCCCO3)s2)cc1 (configuration not stated) | 3.4 | -2.0 | 10.7 | -0.3 | 3.6 | -6.8 | -9.3 | 1.9
CCCCN1C(=N)N([C@@H](C)CN2CCC[C@H]2CN2C(N)=NC[C@@H]2Cc2ccccc2)C[C@H]1[C@H](C)CC | -1.3 | 21.1 | 6.2 | -4.9 | 2.8 | -3.5 | 4.1 | 21.3
COc1cccc(OC)c1OCC(C)CNCC1CCCO1 (configuration not stated) | 0.9 | 0.5 | 2.6 | -12.7 | -9.8 | -5.9 | -11.0 | 12.7
Cc1cc2[nH]c(=O)c(=O)[nH]c2cc1S(=O)(=O)N1CCN(c2ccccc2)CC1 | 0.7 | 5.1 | -12.9 | -7.4 | -12.8 | -7.1 | 17.2 | -68.6
CCOc1ccc(N2C(=O)S/C(=C\c3cc(OC)c(OC)c(OC)c3)C2=O)cc1 | -0.9 | 4.4 | 9.3 | 5.4 | -5.6 | 6.7 | -4.0 | -120.9
Cc1c(C(=O)Nc2cccc3cccnc23)oc2ccccc12 | -0.3 | -18.3 | 8.9 | 2.1 | 7.2 | -5.4 | 12.2 | -41.7
Cc1ccc(C)c(NC(=O)COC(=O)c2cccc3c2C(=O)c2ccccc2C3=O)c1 | -0.2 | 19.4 | -24.1 | -21.2 | 7.1 | -3.7 | 9.6 | 23.4
COc1ccc(S(=O)(=O)NNC(=O)Nc2ccc(C)cc2C)c(OC)c1 | 0.8 | 0.2 | 6.0 | -9.3 | -23.7 | -12.6 | -4.6 | 6.3
Cc1ccc(C(=O)NC(=S)NNC(=O)c2ccccc2[N+](=O)[O-])cc1 | 3.1 | -10.7 | 47.2 | 6.2 | 4.0 | -3.0 | -14.3 | 9.8
COc1cccc(CN(C)C(=O)c2cc(S(=O)(=O)N3CCCCCC3)ccc2OC)c1 | 2.3 | 50.6* | -11.7 | -2.8 | -1.6 | -3.0 | -2.5 | 5.7
OCC1(CCc2ccccc2)CCCN(CCCc2ccccc2)C1 (configuration not stated) | -6.0 | 11.4 | 0.1 | -4.6 | 1.3 | 5.0 | -3.8 | 1.5
COC(=O)CC1(C(=O)OC)Oc2ccc(Br)cc2C(=O)N1c1cc(Cl)cc(Cl)c1 (configuration not stated) | 3.6 | -3.4 | 16.5 | -2.9 | -7.7 | 1.0 | 1.5 | 21.7
Cc1ccc2c(c1)c1c(n2CC(O)CNC(CO)(CO)CO)CCCC1 (configuration not stated) | 8.7 | 1.0 | -0.2 | -6.2 | -3.6 | 2.0 | 0.2 | 2.2
CC(C)OCCCNc1ncc2c(n1)CC(c1ccccc1)CC2=O (configuration not stated) | -2.6 | -0.9 | 8.2 | 11.9 | 3.0 | -1.2 | -1.1 | -16.8
O=C(Cn1c(NCCCO)nc2ccccc21)c1ccc(Br)cc1 | 1.3 | 3.8 | -9.9 | -2.8 | 8.2 | -2.5 | -2.7 | 25.9
O=C(CC1CCCC1)NCCc1cn2ccccc2n1 | 2.2 | -1.0 | 2.4 | -10.5 | 14.5 | -8.5 | -2.2 | -39.1
CCN1C(=O)N[C@@H](c2cccc(C(F)(F)F)c2)[C@H](C(C)=O)[C@H]1C | -2.5 | 7.8 | -14.5 | -7.3 | 6.7 | 5.9 | 4.8 | 14.0
CCN(CC)S(=O)(=O)c1cccc(C(=O)N[C@H](C(=O)Nc2nc3ccccc3s2)C(C)C)c1 | 1.2 | -9.2 | -7.1 | -7.0 | 0.0 | -7.0 | -11.1 | 5.5
N#Cc1ccc(CSC2=NCCN2)cc1 | 3.1 | -8.6 | -2.6 | -24.0 | -0.9 | -1.2 | -0.1 | 5.8

The final six entries of the section before are carried over, then new ones follow:
SMILES | SENP1 inh | Apaf1 inhib | PfGluPho inh | SENP6 inh | SENP7 block | SENP8 block-1 | HKDC1 inhibitor | SENP8 block-2
CC(C)OCCCNc1ncc2c(n1)CC(c1ccccc1)CC2=O (configuration not stated) | -2.6 | -0.9 | 8.2 | 11.9 | 3.0 | -1.2 | -1.1 | -16.8
O=C(Cn1c(NCCCO)nc2ccccc21)c1ccc(Br)cc1 | 1.3 | 3.8 | -9.9 | -2.8 | 8.2 | -2.5 | -2.7 | 25.9
O=C(CC1CCCC1)NCCc1cn2ccccc2n1 | 2.2 | -1.0 | 2.4 | -10.5 | 14.5 | -8.5 | -2.2 | -39.1
CCN1C(=O)N[C@@H](c2cccc(C(F)(F)F)c2)[C@H](C(C)=O)[C@H]1C | -2.5 | 7.8 | -14.5 | -7.3 | 6.7 | 5.9 | 4.8 | 14.0
CCN(CC)S(=O)(=O)c1cccc(C(=O)N[C@H](C(=O)Nc2nc3ccccc3s2)C(C)C)c1 | 1.2 | -9.2 | -7.1 | -7.0 | 0.0 | -7.0 | -11.1 | 5.5
N#Cc1ccc(CSC2=NCCN2)cc1 | 3.1 | -8.6 | -2.6 | -24.0 | -0.9 | -1.2 | -0.1 | 5.8
CCOc1ccc(NC(=O)c2ccc(N)cc2)cc1 | 4.1 | 2.1 | 4.8 | 6.1 | 5.5 | 7.6 | -3.8 | -1.3
Cc1ccc2nc(-c3ccc(NC(=O)C(C)Sc4nncs4)cc3)sc2c1 (configuration not stated) | -47.1 | 4.0 | 17.2 | -6.6 | 37.3 | 4.7 | 4.4 | i
CCOC(=O)NCc1ccc(Cl)c(Cl)c1 | 1.2 | 0.8 | 3.1 | 2.1 | -0.3 | 4.0 | -1.3 | 33.5
Cc1ccsc1CN1CCC(C(=O)NCc2ccccc2Cl)CC1 | 2.6 | -5.5 | -5.8 | -4.0 | 0.8 | 4.6 | -2.8 | 25.1
C=CCN(C(=O)CSC1=NC(=O)CN1C(C)=O)c1nc(C)c(-c2ccccc2)s1 | -1.1 | 3.7 | -15.2 | 2.9 | 2.8 | -6.7 | -21.8 | -5.3
C=CC[N+](C)(C)CC(=O)OCc1ccccc1 | -1.5 | -7.2 | 4.0 | 11.9 | 4.6 | 9.4 | -12.9 | 9.9
CCOC(=O)c1c(Nc2ccccc2)sc(/C=C2\C=Nc3ccccc32)c1O | -31.1 | 14.4 | -8.3 | -2.5 | 3.3 | 1.9 | -6.7 | -121.0
Cc1nn(C2CCS(=O)(=O)C2)c(Cl)c1/C=C/C(=O)OCC(=O)N(C)C (configuration not stated) | 1.3 | -18.4 | -4.0 | 20.9 | 0.9 | 2.7 | 7.0 | 2.8
Cc1ccccc1N/N=C1\CCCNC1=O | -1.6 | -1.6 | 10.0 | 3.7 | -0.3 | -20.4 | 5.8 | 22.6
Cc1cccc(N2CCN(C(=O)C3CCCN(S(=O)(=O)c4cnc[nH]4)C3)CC2C)c1 (configuration not stated) | 1.9 | -5.6 | -3.2 | -0.9 | 7.8 | 14.2 | -2.7 | 32.1
C/C(=C/Cc1c(O)cc2oc(C)cc(=O)c2c1O)COC1OC(CO)C(O)C(O)C1O (configuration not stated) | 1.4 | -4.0 | 7.3 | 0.1 | -0.1 | -13.6 | -3.9 | 6.0
Cc1cc2c(c(=O)o1)C(C1C=CCCC1)C(C#N)=C(N)O2 (configuration not stated) | -11.1 | 2.2 | 11.8 | 18.9 | 0.7 | -2.8 | 3.9 | 9.7
CCn1cc(C(=O)N[C@@H](C)C(=O)NCCO)c(=O)c2cc3c(cc21)OCO3 | 1.4 | 0.6 | 1.4 | 0.3 | -6.1 | 2.5 | 1.7 | -45.8
O=[N+]([O-])c1cccc(-c2cc(C(F)(F)F)n3nc(-c4ccccc4)cc3n2)c1 | -14.1 | -16.0 | -1.1 | -5.7 | 9.2 | -4.2 | -4.5 | -155.5
CC(C)C12CN(C(=O)c3ccccc3[N+](=O)[O-])CC(C(C)C)(CN(C(=O)c3ccccc3[N+](=O)[O-])C1)C2=O | 1.4 | -7.1 | 6.8 | -21.5 | -4.4 | -5.5 | 5.6 | 20.7
